HCMV antiviral: human cytomegalovirus inhibition. 410,000 compounds, 4.5% hits. activity change, negative = inhibition, % at 57.5 µM. AID 1259415. HFF cells, HCMV-luciferase reporter, 72 h; stronger effect = lower value; in the data active means activity change below about -60%; inconclusive means no clear call, values can overlap the other calls; inactive means above about -39%
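Two-dose cell screen: HFF monolayers treated with compounds and infected with luciferase-expressing HCMV at 1 PFU/cell, 72 h at 37C, then lysed for luciferase measurement.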
HCV inh: HCV inhibition; Huh7.5.1 HCVcc-Cre infection, luciferase reporter, 44 h; Potency, µM (top dose mostly 41.8 µM), inactives show at the top dose activity change, negative = inhibition, hits mostly inhibitors; 340,000 compounds, 3.4% hits; AID 651820; further: potency means the concentration at half of the fitted maximal effect
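1,000 cells/well; 4 h culture; + compound; + HCVcc-Cre (~0.5 moi); 44 h; luciferase substrate, RT 15 min; read 15 sec.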
TbPYK inhibitor: T. brucei pyruvate kinase inhibition; TbPYK enzyme, Kinase-Glo Plus ATP luminescence, 45 min; Potency, µM (highest dose often 76.8 µM), for the others: at the highest dose activity, negative = inhibition, usual class: inhibitors; 410,000 compounds, 0.12% hits; AID 624173; further: potency means the concentration at half of the fitted maximal effect; nearly all actives have a fitted effect of over 50% in size
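T. brucei PYK with substrate was exposed to pin-transferred compounds across a concentration series, then started with 130 uM ADP (final). After 45 min at room temperature, Kinase-Glo Plus luminescence was read, normalized and curve-fitted.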
AmpC no deterg: blocks E. coli AmpC beta-lactamase in detergent-free assay; AmpC nitrocefin hydrolysis, absorbance 480 nm, 0.0001% Triton; Potency, µM (top dose mostly 57.1 µM), inactives show at the highest dose activity change, negative = inhibition, usual class: inhibitors; 330,000 compounds, 0.52% hits; AID 485341;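 further: potency means the concentration at half of the fitted maximal effect; plate controls were no compound for no effect and no enzyme for full effect; nearly all actives have a fitted effect of over 20% in size; some results filed as inactive show a strong effect at the top dose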
Target sequence (P00811 whole entry, looked up): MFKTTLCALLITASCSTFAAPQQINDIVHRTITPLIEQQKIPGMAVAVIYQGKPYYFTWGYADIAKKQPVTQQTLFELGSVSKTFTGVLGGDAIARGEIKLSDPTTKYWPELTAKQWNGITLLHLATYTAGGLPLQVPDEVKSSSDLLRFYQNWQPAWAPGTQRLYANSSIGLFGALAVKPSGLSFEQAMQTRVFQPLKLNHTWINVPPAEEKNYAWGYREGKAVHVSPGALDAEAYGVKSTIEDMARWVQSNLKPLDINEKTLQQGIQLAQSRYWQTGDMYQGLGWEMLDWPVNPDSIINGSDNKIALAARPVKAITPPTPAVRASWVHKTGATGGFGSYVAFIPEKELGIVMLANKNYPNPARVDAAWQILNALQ
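AmpC (5.3 nM in the dispensed reagent) in 20 mM phosphate pH 7.0 with 0.01% (detergent screen) or 0.0001% Triton X-100 was preincubated with compounds for 15 min at room temperature. Nitrocefin was then added from an 800 uM solution, and hydrolysis was followed at 480 nm.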
AMA1 RON2 block: inhibitors of Plasmodium falciparum AMA1-RON2 interaction. Potency, µM (top dose mostly 58.2 µM), for inactives: at the highest dose activity change, negative = inhibition, usual class: inhibitors. 360,000 compounds, 0.2% hits. AlphaScreen AMA1-biotinylated RON2 peptide binding;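 further: potency means the concentration at half of the fitted maximal effect; 0% = vehicle wells and -100% = peptide control; nearly all actives have a fitted effect of over 45% in size; some results filed as inactive show a strong effect at the top dose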
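AMA1 (3D7) with his tag at 25 nM final met compounds first, then biotinylated RON2 peptide at 25 nM; detection used donor plus acceptor beads, 10 µg/mL apiece, read by AlphaScreen after 30 min at room temperature.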
AmpC inh detg: inhibitors of E. coli AmpC beta-lactamase with detergent; P00811; AmpC hydrolysis of nitrocefin, absorbance 480 nm, 0.01% Triton; Potency, µM (top dose mostly 114 µM), for the others: at the top dose activity change, negative = inhibition, most hits filed as inhibitors; 370,000 compounds, 0.041% hits; AID 485294;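 further: potency means the concentration at half of the fitted maximal effect; 0% = no-compound wells and -100% = no-enzyme wells; nearly all actives have a fitted effect of over 25% in size; some results filed as inactive show a strong effect at the top dose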
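20 mM phosphate pH 7.0 + 0.01% (detergent screen) or 0.0001% Triton X-100; 5.3 nM AmpC reagent; cpd preinc 15 min RT; nitrocefin (800 uM stock) to start; A480 q20 s × 4 min; Activity was normalised to no-enzyme and no-compound control wells.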
LmPK inh: blocks Leishmania mexicana pyruvate kinase activity; purified LmPK, Kinase-Glo ATP luminescence, 1 h; Potency, µM (top dose mostly 57.5 µM), inactives show at the highest dose activity change, negative = inhibition, hits mostly inhibitors; 290,000 compounds, 0.37% hits; Q27686; AID 1721; further: potency means the concentration at half of the fitted maximal effect
Target sequence (Q27686 whole entry, looked up): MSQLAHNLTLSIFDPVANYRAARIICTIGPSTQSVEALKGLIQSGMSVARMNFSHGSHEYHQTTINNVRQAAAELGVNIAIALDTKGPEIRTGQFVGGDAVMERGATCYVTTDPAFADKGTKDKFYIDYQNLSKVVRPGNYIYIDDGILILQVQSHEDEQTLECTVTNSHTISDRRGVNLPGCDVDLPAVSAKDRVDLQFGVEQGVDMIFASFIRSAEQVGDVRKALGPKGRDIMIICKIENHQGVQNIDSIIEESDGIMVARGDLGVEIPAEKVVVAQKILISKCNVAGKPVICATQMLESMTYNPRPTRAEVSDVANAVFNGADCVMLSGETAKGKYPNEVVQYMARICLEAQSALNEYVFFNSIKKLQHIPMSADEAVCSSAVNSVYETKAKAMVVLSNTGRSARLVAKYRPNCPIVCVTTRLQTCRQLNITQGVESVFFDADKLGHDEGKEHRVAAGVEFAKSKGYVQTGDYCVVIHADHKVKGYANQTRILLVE
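qHTS format; LmPK 0.1 nM; substrates PEP 0.5 mM and ADP 0.1 mM. One-hour room-temperature incubation, then coupled luciferase luminescence; 0.5 nM enzyme wells mark activation.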
Numbers without * were called inactive; ? = inconclusive; nt = not tested or not shown; & = joins results of further samples; [ ] = another dose, or the depositor's remark. Unless noted, the call rests on the fitted dose curve; in most records, active means well fitted curve in the direction sought with a large enough effect; inconclusive means small, poorly fitted or top-dose-only effect, or another doubt; inactive means no such curve, though single readings can be large; an effect the other way counts as inactive or inconclusive. Unless noted, on the % scale 0 is the no-effect control and ±100 the full control effect.

Every second line gives: HCMV antiviral	HCV inh	TbPYK inhibitor	AmpC no deterg	AMA1 RON2 block	AmpC inh detg	LmPK inh
> O=C(Cn1cnc2c(cnn2-c2ccc(F)cc2)c1=O)OCc1ccccc1
→ 16	7%	4%	6%	-11%	-1%	4%
> O=S(=O)(c1ccccc1)N(CC1CO1)c1ccccc1 (stereo not drawn)
→ -28	27%	-3%	-6%	6%	-8%	1%
> Clc1cnc2nc(SC/C=C/c3ccccc3)[nH]c2c1
→ 3	-11%	-5%	-27%	-3%	3%	4%
> CN1CCCN(S(=O)(=O)c2ccccc2)CC1
→ 13	2%	-8%	2%	0%	-3%	-1%
> Cc1cc(OCC(=O)NCC2CCC(C(=O)O)CC2)c2c(C)cc(=O)oc2c1 (stereo not drawn)
→ -27	2%	0%	-8%	12%	-12%	-12%
> CCCCCCCCNC(=S)NCCN1CCCCC1
→ -66*	?	-16%	28%	0%	-4%	-8%
> COc1ccc(N2CCN(c3nc(Nc4ccc(C)c(F)c4)nc(N4CCCC4)n3)CC2)cc1
→ 13	-18%	3%	1%	?	-2%	12%
> Cn1cc([N+](=O)[O-])c(C(=O)Nc2nc(-c3ccc(Cl)cc3)cs2)n1
→ -96*	4µM*	0%	35%	-5%	-12%	4%
> COc1ccc(OC)c(NC(=O)N2CCC(CN3CCCCC3)CC2)c1
→ 5	nt	-8%	nt	nt	15%	nt
> O=C(C1CCC1)N(CCc1ccccc1)Cc1nc2ccccc2c(=O)[nH]1
→ 14	12%	-6%	-7%	54%[activator]	-10%	-1%
> COc1ccc([C@@H]2CC=C(C(=O)O)[C@H](c3ccc(C)cc3)N2S(=O)(=O)c2ccc(C)cc2)cc1OC
→ -7	4%	-6%	-8%	-3%	nt	nt
> COc1cc2c(cc1OC)CN(c1ccc(F)cc1[N+](=O)[O-])CC2
→ 7	-25%	-1%	-6%	?	-20%	-5%
> Cc1ccc(/C=N/NC(=O)CNC(=O)c2ccc(S(=O)(=O)N(C)C)cc2)cc1
→ ?	-5%	1%	-18%	6%	-4%	-2%
> CN1C(=O)N(C)C2(c3ccccc3)NC(=O)NC12c1ccccc1 (stereo not drawn)
→ 0	21%	-3%	-4%	28%	?	0%
> O=C(Cn1nnc(-c2ccc(S(=O)(=O)N3CCCC3)cc2)n1)Nc1ccccc1-n1cccc1
→ -17	0%	0%	-27%	-14%	?	2%
> O=C(COC(=O)c1ccc2ccccc2n1)Nc1ccccc1F
→ 45	10%	-1%	-23%	5%	nt	nt
> O=C(Cn1ncc2c([nH]c3ccccc32)c1=O)NCCc1ccc(Cl)cc1
→ 8	11%	-7%	-27%	-1%	-6%	0%
> COc1cccc(C2Nc3ccccc3-c3nnc(SCc4ccccc4)nc3O2)c1OC (stereo not drawn)
→ 14	nt	-2%	nt	nt	8%	nt
> CCn1c2ccccc2c2cc(NC(=O)COC(=O)c3cc(OC)c(OC)cc3OC)ccc21
→ ?	?	4%	18%	-16%	-1%	-2%
> CSc1ccc(CCNc2ncnc3onc(-c4ccc(Cl)cc4)c23)cc1
→ ?	nt	-3%	nt	nt	?	nt
> Cc1cc(C)cc(NC(=O)N2CCCC2C(=O)NCc2ccco2)c1 (stereo not drawn)
→ 7	18%	-6%	85%[activator]	14%	-1%	6%
> COc1ccc2nc(NC(=O)c3cnccn3)sc2c1
→ 122	11%	-16%	-18%	33%[activator]	1%	?
> CC1(C(=O)NS(=O)(=O)c2ccc(Cl)cc2)CCN1C(=O)CCc1ccc(Cl)cc1Cl (stereo not drawn)
→ 33	nt	4%	nt	0%	nt	nt
> COc1ccc(-c2sc3ccc(N4CCOCC4)cc3c2C#Cc2ccsc2)cc1
→ -29	?	3%	-28%	32%[activator]	nt	nt
> CCOCCC(=O)Nc1ccc2c(c1)c(=O)n(C)n2CC=C(C)C
→ 1	nt	-5%	nt	-8%	nt	nt
> CC1CC(=O)C(C2c3ccccc3CCN2C(=O)CCl)C(=O)C1 (stereo not drawn)
→ -7	19%	-2%	-17%	10%	6%	-1%
> Cn1c(N)c(C(=O)COC(=O)c2cccnc2Cl)c(=O)n(C)c1=O
→ -10	?	9%	-12%	13%	-5%	6%
> Cc1ccc2oc(C(=O)N(Cc3ccncc3)CC3CCCO3)c(C)c2c1 (stereo not drawn)
→ 145	?	4%	78%[activator]	-3%	3%	-2%
> CC(=O)Nc1ccc(S(=O)(=O)Nc2nc3n(n2)C(c2ccccc2)CC(=O)N3)cc1 (stereo not drawn)
→ 3	11%&12%	1%	-8%	0%	-2%	-5%
> Cc1ccc(NC(=O)c2cc3c(s2)CCCC3)cc1S(=O)(=O)Nc1ccccc1Cl
→ -82*	?	-6%	-41%	-8%	1%	2%
> COc1cc(OC)nc(Oc2ccccc2C(=O)Oc2ccc(C)cc2)n1
→ -16	-5%	-6%	0%	28%	-13%	4%
> CCOc1ccc(C(=O)Nc2ccc(S(=O)(=O)Nc3nccc(C)n3)cc2)cc1OCC
→ -14	10%	4%	-32%	3%	7%	0%
> CCNC(=O)C1(C)CCCN(C(=O)c2c(C)noc2C)C1 (stereo not drawn)
→ 17	nt	-1%	nt	0%	nt	nt
> Cc1c(S(=O)(=O)Nc2ccc3c(c2)OCCO3)c(=O)n(C)c(=O)n1C
→ 9	15%	-1%	11%	-4%	?	-6%
> O=S1(=O)c2ccccc2N(Cc2ccccc2)c2ccccc21
→ 10	nt	1%	nt	nt	21%	nt
> CCC(=O)Nc1nc2n(n1)C(c1ccc(OC)cc1)C=C(c1ccccc1)N2 (stereo not drawn)
→ nt	nt	nt	2%	nt	4%	-1%
> O=C(CCc1nnc(-c2ccccc2)o1)NCc1cc(F)ccc1F
→ 26	0%	-4%	-2%	26%	9%	3%
> COc1ccc(C)cc1N(CC(=O)Nc1ccc(S(=O)(=O)N2CCOCC2)cc1)S(C)(=O)=O
→ -3	11%	-3%	66%[activator]	-5%	1%	-2%
> CCn1c(C)cc(C(=O)CSc2nnc(C3CC3)n2C2CC2)c1C
→ 16	nt	3%	nt	-13%	nt	nt
> CC1=C(C(=O)OC(C)C)C(C)C(C(=O)OC(C)C)=C(C)N1
→ -21	-29%	-4%	48%	3%	-13%	5%
> CC(C)Oc1ccc(C2NC(=O)NC2=O)cc1 (stereo not drawn)
→ 17	15%	3%	-8%	2%	?	3%
> Cc1ccc(N2CC(NS(=O)(=O)c3cccnc3)CC2=O)cc1C (stereo not drawn)
→ -21	-1%	0%	?	-6%	-10%	nt
> Cc1ccc2nc(N3CCC(C(=O)NC4CCCCC4)CC3)sc2c1
→ -14	?	2%	-6%	14%	-6%	-8%
> COc1ccc2c(c1)CC[C@@H]1[C@@H]2CC[C@]2(C)C(=O)CC[C@@H]12
→ -19	18%	2%	25%	0%	7%	1%
> CCc1ccc(OCC2c3cc(OC)c(OC)cc3CCN2C(C)=O)cc1 (stereo not drawn)
→ nt	?	-1%	126%[activator]	-9%	-14%	-3%
> CCOc1ccccc1NC(=O)CN1CCN(S(=O)(=O)c2ccc(Br)cc2)CC1
→ -1	nt	1%	nt	nt	3%	nt
> CC(C)CN(CC(C)C)C(=O)CN1C(=O)NC2(CCc3ccccc3C2)C1=O (stereo not drawn)
→ -20	-1%	0%	22%	-2%	?	0%
> CCOC(=O)N1CCN(C(=O)COc2cccc3c2CCN(Cc2ccc(F)cc2)C3=O)CC1
→ -67*	?	3%	131%[activator]	15%	-6%	3%
> COc1ccc(C2C(=O)N(C3CCC(C)CC3)CC(=O)N2Cc2ccccc2Cl)cc1OC (stereo not drawn)
→ 0	nt	3%	nt	nt	2%	nt
> Cc1ccc(S(=O)(=O)N2CCOCC2)cc1NC(=O)COC(=O)CNC(=O)c1ccccc1
→ -16	2%	13%	-22%	5%	-9%	-1%
> CN(C(=O)CN1CCC(NC(=O)C2CCCCC2)CC1)C1CCCCC1
→ 30	-12%	0%	-18%	2%	?	-3%
> COc1cc(/C=N/NC(=O)CN2CCOCC2)ccc1OCc1ccccc1
→ 9	-13%	0%	23%	3%	?	-3%
> Cc1cc(C)cc(NC(=O)C2CCN(S(=O)(=O)c3cn(C)cn3)CC2)c1
→ -17	nt	-4%	nt	nt	14%	nt
> COc1ccc(NC(=O)CSc2nnnn2C2CCCC2)cc1S(=O)(=O)N1CCOCC1
→ -15	nt	1%	nt	-7%	nt	nt
> COc1ccc(C(CNC(=O)CSc2ccccc2C)N(C)C)cc1 (stereo not drawn)
→ -5	20%	-4%	33%	24%	-4%	1%
> O=C(CNS(=O)(=O)c1ccc(Br)cc1)OCc1cc(=O)n2cc(Br)ccc2n1
→ 9	0%	nt	-29%	nt	-12%	2%
> c1ccc2c(Nc3nc4c(s3)CCCC4)cccc2c1
→ 54	?	?	-41%	-2%	-13%	-3%
> O=C(Cc1ccccc1)Nc1sc2c(c1C(=O)Nc1ccc(Br)cc1)CCCC2
→ ?	nt	-4%	nt	nt	15%	nt
> COc1ccc(CC(=O)NNC(=O)c2cc(C)[nH]n2)cc1
→ 0	15%	-8%	-11%	36%[activator]	-8%	-1%
> CCOC(=O)C1CCCN(c2c(NCCCN3CCCC(C)C3)c(=O)c2=O)C1 (stereo not drawn)
→ 15	4%	-1%	-2%	-2%	?	9%

Next records follow:
Every second line gives: HCMV antiviral	HCV inh	TbPYK inhibitor	AmpC no deterg	AMA1 RON2 block	AmpC inh detg	LmPK inh
> Cc1cc(C)n2c(Nc3ccc4c(c3)OCCO4)c(-c3ccc(F)cc3)nc2n1
→ 74	nt	2%	nt	-13%	nt	nt
> Cc1cccc(NC(=O)Cn2c(=O)n(CC3CCCO3)c(=O)c3ccccc32)c1 (stereo not drawn)
→ -3	10%	3%	-6%	-9%	?	1%
> CC(=O)c1ccc(Oc2cc(C(F)(F)F)cnc2C(N)=O)cc1
→ -17	8%	1%	-1%	-10%	1%	-1%
> Cc1ccc(NC(=S)N(CCN2CCCCC2)Cc2ccco2)cc1C
→ -33	?	1%	7%	4%	-3%	0%

An excerpt from above in order of SMILES length, rising:
Every second line gives: HCMV antiviral	HCV inh	TbPYK inhibitor	AmpC no deterg	AMA1 RON2 block	AmpC inh detg	LmPK inh
> COc1ccc(CC(=O)NNC(=O)c2cc(C)[nH]n2)cc1
→ 0	15%	-8%	-11%	36%[activator]	-8%	-1%
> Cc1ccc(NC(=S)N(CCN2CCCCC2)Cc2ccco2)cc1C
→ -33	?	1%	7%	4%	-3%	0%
> O=C(Cc1ccccc1)Nc1sc2c(c1C(=O)Nc1ccc(Br)cc1)CCCC2
→ ?	nt	-4%	nt	nt	15%	nt
> Cc1cc(C)n2c(Nc3ccc4c(c3)OCCO4)c(-c3ccc(F)cc3)nc2n1
→ 74	nt	2%	nt	-13%	nt	nt

Source: PubChem
